TRHR agonist: qHTS for Small Molecule Agonists and Allosteric Enhancers of Human TRH Receptor: Primary Screen for Agonists. TRHR cells, calcium flux fluo-8, FDSS agonist mode. hit rate 0.18% among 360,000. activation, % at 2 µM. Thyrotropin-releasing hormone receptor (Homo sapiens), P34981; further: 0% is about no effect
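TRHR-expressing cells loaded with fluo-8 calcium dye; 23 nL library compound pin-transferred, kinetic FDSS fluorescence (Ex 480/Em 530) recorded about 180 s for agonist-induced calcium release, before a 10 nM TRH EC20 addition for potentiator mode.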
TRHR enhancer: qHTS for Small Molecule Agonists and Allosteric Enhancers of Human TRH Receptor: Primary Screen for Enhancers; TRHR cells, fluo-8 calcium fluorescence, EC20 TRH enhancement; hit rate 0.66% among 360,000; Thyrotropin-releasing hormone receptor (Homo sapiens), P34981; AID 493056, 2011; enhancement, % at 2 µM; in the data active means enhancement above about 30%; further: 0% is about no effect
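Enhancer read-out: after compound pinning and an initial kinetic agonist-mode read, an EC20 of TRH (10 nM final) was injected and fluo-8 calcium signal (Ex 480/Em 530) followed at 1 s/cycle for 100 cycles in TRHR-expressing cells.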
D1 ag: Allosteric Agonists of the Human D1 Dopamine Receptor: qHTS; D(1A) dopamine receptor (Homo sapiens), P21728; HEK293 T-REx D1 cells, calcium flux, agonist mode; activation, % at 2 µM; hit rate 1% among 360,000; further: 0% is about no effect
Target sequence (P21728 whole entry, looked up): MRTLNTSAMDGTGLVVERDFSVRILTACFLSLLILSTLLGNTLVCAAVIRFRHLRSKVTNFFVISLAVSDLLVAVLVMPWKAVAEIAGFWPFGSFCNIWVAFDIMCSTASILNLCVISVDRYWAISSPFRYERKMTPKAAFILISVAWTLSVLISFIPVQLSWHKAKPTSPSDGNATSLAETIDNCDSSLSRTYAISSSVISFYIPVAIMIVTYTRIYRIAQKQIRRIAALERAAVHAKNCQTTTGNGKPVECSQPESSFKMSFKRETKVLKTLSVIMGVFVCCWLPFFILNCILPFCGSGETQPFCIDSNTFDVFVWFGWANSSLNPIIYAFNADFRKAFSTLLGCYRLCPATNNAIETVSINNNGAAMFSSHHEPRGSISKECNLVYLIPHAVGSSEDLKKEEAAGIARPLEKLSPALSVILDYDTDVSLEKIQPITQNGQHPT
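Tetracycline-induced HEK293 TREx D1 cells, force-coupled to calcium signalling, were dye-loaded with a no-wash calcium kit. Compound was pin-added after a 10 s baseline. Fluorescence was read kinetically at 1 cycle/s for 180 s, with calcium rises flagged as agonism.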
D1 antag: Antagonist of Human D 1 Dopamine Receptor: qHTS; D(1A) dopamine receptor (Homo sapiens), P21728; HEK293 TREx D1 cells, calcium flux, dopamine EC80; active compounds read low; activity change, negative = inhibition, % at 10 µM; hit rate 3.2% among 360,000; in the data active means activity change below about -30%; further: on the % scale 0 is the no-effect control and ±100 the full control effect
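HEK293 T-REx cells expressing inducible, force-coupled D1 receptor; no-wash Ca dye, 30–90 min RT. Cmpd → 180 s read at 1 Hz → EC80 DA → 180 s read.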
D1 PAM: Potentiators of Human D1 Dopamine Receptor: qHTS; potentiation, % at 10 µM; HEK293 TREx D1 cells, calcium flux, dopamine EC20 potentiation; hit rate 0.036% among 360,000; D(1A) dopamine receptor (Homo sapiens), P21728; in the data active means potentiation above about 30%; further: 0% is about no effect
D2 antag: HTS Assay for Allosteric Antagonists of the Human D2 Dopamine Receptor: Primary Screen for Antagonists; D(2) dopamine receptor (Homo sapiens), P14416; HEK293 TREx D2 cells, calcium flux, dopamine EC80; inhibition, % at 10 µM; hit rate 2% among 340,000; in the data active means inhibition above about 30%; further: 0% is about no effect
Target sequence (P14416 whole entry, looked up): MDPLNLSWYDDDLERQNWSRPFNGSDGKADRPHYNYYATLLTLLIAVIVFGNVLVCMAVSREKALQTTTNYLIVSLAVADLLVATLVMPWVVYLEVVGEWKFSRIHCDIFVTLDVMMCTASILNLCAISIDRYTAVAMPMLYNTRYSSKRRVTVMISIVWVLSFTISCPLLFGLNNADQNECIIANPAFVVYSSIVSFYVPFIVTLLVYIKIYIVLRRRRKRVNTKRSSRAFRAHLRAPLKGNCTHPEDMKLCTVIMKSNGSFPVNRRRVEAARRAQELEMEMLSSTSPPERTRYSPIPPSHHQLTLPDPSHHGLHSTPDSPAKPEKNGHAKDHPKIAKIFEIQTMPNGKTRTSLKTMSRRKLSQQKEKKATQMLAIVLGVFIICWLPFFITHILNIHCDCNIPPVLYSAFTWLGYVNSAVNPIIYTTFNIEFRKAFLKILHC
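HEK293 T-REx D2 cells, tet-induced, calcium dye no-wash. Cpd pintool add, 180 s kinetic, then EC80 DA, 180 s kinetic. Ca flux read.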
D2 agonist: HTS Assay for Allosteric Agonists of the Human D2 Dopamine Receptor: Primary Screen for Agonists. HEK293 T-REx D2 cells, calcium flux agonist mode. activation, % at 2 µM. hit rate 0.53% among 340,000. AID 485358, 2010;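 active means activation over 3 SD above normal in the single-dose calcium agonist read, cut at about 30% in these data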; further: 0% is about no effect
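Agonism is scored from calcium flux in a force-coupled, inducible HEK293 cell line expressing D2, read kinetically for 180 s after compound addition against dopamine controls.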
RXFP1 antagonist: qHTS Assay for Antagonists of the Relaxin Receptor RXFP1; Relaxin receptor 1 (Homo sapiens), Q9HBX9; HEK293-RXFP1, relaxin-stimulated cAMP HTRF, 30 min; active compounds read low; activity change, negative = inhibition, % at 57.5 µM; hit rate 0.59% among 350,000;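 active means activity change of -60% or lower, but not beyond a set lower limit; inconclusive means change between -60% and -40%, or beyond the set limit; inactive means change above -40%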; further: on the % scale 0 is the no-effect control and ±100 the full control effect
D2 potentiator: HTS Assay for Positive Allosteric Modulators of the Human D2 Dopamine Receptor: Primary Screen for Potentiators; HEK293 T-REx D2, calcium flux, EC20 dopamine potentiation; potentiation, % at 10 µM; hit rate 0.34% among 340,000; AID 485347, 2010;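 active means potentiation over 3 SD above the plate norm, cut at about 30% in these data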; further: 0% is about no effect
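Primary screen. Calcium kinetics in induced HEK293 T-REx D2 cells: compound pre-addition 180 s, EC20 dopamine, 180 s more.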
Starred values were filed as active, the others as inactive; u = inconclusive; x = not tested or not shown. Unless noted, no stated cut-off is given here; in the data, active means activation above about 30%; inactive means the rest.

SMILES | TRHR agonist | TRHR enhancer | D1 ag | D1 antag | D1 PAM | D2 antag | D2 agonist | RXFP1 antagonist | D2 potentiator
COCCNC(=O)C(OC(=O)c1ccco1)c1ccccc1F (configuration not stated) | -0.3 | 1 | 2 | 5 | 3 | 9 | -0.1 | -16 | 1
COc1ccc2c(Cl)c(C(=O)OCC(=O)c3ccc4c(c3)NC(=O)CO4)sc2c1Cl | 0.4 | -3 | 5 | -5 | -6 | -12 | -0.2 | -1 | 4
COc1ccc(NC(=O)C2C3CCC(O3)C2C(=O)O)c(C)c1 (configuration not stated) | 0.0 | -5 | 5 | 17 | 0 | 19 | 0.4 | -7 | 10
Cc1nc2ccccc2c(=O)n1/N=C/c1ccccc1 | 1.3 | 1 | 0 | 8 | 5 | -5 | 0.8 | 3 | 1
COc1cc(-c2noc(-c3ccc(N4CCN(C)CC4)c([N+](=O)[O-])c3)n2)cc(OC)c1OC | 0.5 | -7 | 12 | -22 | -3 | x | -0.3 | x | -13
O=C(NCCCNC(=O)c1cc(Cl)ccc1Cl)c1ccco1 | -0.2 | 1 | 2 | 3 | x | -10 | -1.4 | -21 | 2
CC(NC(=O)C1CCCN(S(=O)(=O)N2CCOCC2)C1)c1ccccc1 (configuration not stated) | 0.0 | -6 | 1 | -11 | -1 | x | x | -3 | x
Nc1ccc(C(=O)N/N=C\C=C\c2ccc([N+](=O)[O-])cc2)cc1 | -0.2 | 0 | 0 | 9 | -6 | 2 | 0.6 | 1 | -2
COc1cc(NC(=S)Nc2ccccn2)c(OC)cc1Cl | -0.1 | 0 | 3 | -16 | 10 | -11 | 1.4 | -3 | 7
CC(Sc1nnc(Cc2cccs2)n1C1CCCCC1)C(=O)NCc1ccco1 (configuration not stated) | -1.7 | -10 | 5 | -17 | -4 | 8 | 1.0 | -18 | -1
CN(C)CCCCOc1ccccc1F | 0.6 | -3 | 2 | x | -7 | -1 | 0.4 | -8 | -6
O=C(Nc1ncccc1O)c1ccc(C(=O)c2ccccc2)cc1 | -0.4 | 8 | 6 | -9 | -1 | 5 | -0.5 | -10 | 0
CCOC(=O)C1CCN(c2cc3c(cc2NC(=O)c2cc(OC)ccc2Br)n(C)c(=O)n3C)CC1 | -0.7 | 9 | 4 | -5 | 7 | 16 | -2.1 | -13 | 4
CCN1CCN(c2ccc(N3CCN(C(=O)c4ccc(Br)o4)CC3)nn2)CC1 | 0.0 | 6 | 2 | 5 | -5 | 5 | 0.1 | -6 | -11
Cn1cc(Br)c(-c2cccc(NC(=O)CCCC(=O)O)c2)n1 | 0.0 | 3 | 2 | -1 | -3 | 9 | 0.3 | 0 | -3
CCC(=O)Nc1ccc(F)c(Cl)c1 | -2.2 | -1 | -1 | -9 | 4 | 3 | -0.7 | 14 | 13
Clc1ccc(OCc2nc(-c3ccccn3)n[nH]2)cc1 | -0.7 | -1 | 1 | -29 | -1 | 3 | -0.2 | 25 | 4
Cc1c(Cl)cccc1NC(=O)CN1C(=O)c2ccccc2Sc2ncccc21 | -1.8 | 10 | 6 | -3 | -3 | x | -0.3 | x | -2
NC(=O)C[C@@H]1NC(=O)CNC(=O)c2cc([N+](=O)[O-])cc(I)c2NCCC(C(N)=O)NC1=O (some centres not stated) | -1.0 | 3 | -2 | -30* | -4 | 3 | -0.4 | x | -2
CCOc1ccc(NC(=O)CN(c2ccc(C)cc2)S(=O)(=O)c2cccs2)cc1 | -0.3 | 6 | -1 | 0 | 1 | x | 0.1 | x | 14
O=C(CCCn1c(=O)c2ccccc2n(CC(=O)Nc2ccc(F)cc2F)c1=O)NCc1ccccc1Cl | -1.5 | 1 | 10 | -12 | -2 | x | -0.7 | x | 18
CCN(C(=S)Nc1cccc(C)c1)c1ccccc1 | 0.9 | -5 | 1 | 13 | 1 | 1 | 1.0 | 4 | 6
O=C(c1ccccc1)N1CCN(CC(O)COCC2CC=CCC2)CC1 (configuration not stated) | -0.1 | 11 | 1 | 5 | 2 | 5 | -0.4 | 7 | -8
CC(NC(=O)c1csc2ccccc12)C1CCCO1 (configuration not stated) | -1.0 | -6 | 5 | -15 | -1 | 26 | -0.5 | 8 | -1
COc1cccc(-c2nc(CS(=O)(=O)CC(=O)N3CCN(c4ccccc4)CC3)c(C)o2)c1 | -0.2 | -4 | 8 | -12 | -2 | x | 8.5 | u | x

A different layout for part of the listing above:
Each structure is followed by: TRHR agonist | TRHR enhancer | D1 ag | D1 antag | D1 PAM | D2 antag | D2 agonist | RXFP1 antagonist | D2 potentiator
COc1cc(-c2noc(-c3ccc(N4CCN(C)CC4)c([N+](=O)[O-])c3)n2)cc(OC)c1OC
→ 0.5 | -7 | 12 | -22 | -3 | x | -0.3 | x | -13
O=C(NCCCNC(=O)c1cc(Cl)ccc1Cl)c1ccco1
→ -0.2 | 1 | 2 | 3 | x | -10 | -1.4 | -21 | 2

Next part.
SMILES | TRHR agonist | TRHR enhancer | D1 ag | D1 antag | D1 PAM | D2 antag | D2 agonist | RXFP1 antagonist | D2 potentiator
C=CCN(CC=C)S(=O)(=O)c1ccc(NC(=S)NC(=O)C2CC2)cc1 | 0.7 | -8 | 13 | -11 | -7 | -4 | 0.3 | -2 | 1
Cn1cc(C(=O)N2CCN(c3cccc(Cl)c3)CC2)c(=O)c2cc(S(=O)(=O)N3CCOCC3)ccc21 | -0.1 | -4 | 0 | 24 | -1 | 6 | -0.2 | -4 | 4
CCCN1C(=O)/C(=C/c2ccccc2OCc2ccc(C(=O)O)cc2)NC1=S | 0.2 | 2 | 3 | -9 | -6 | -1 | -1.2 | -17 | 13
Fc1ccccc1/C=N/Nc1ncnc2ccccc12 | 0.3 | -4 | 1 | -9 | -4 | 21 | 0.8 | 0 | -7
COc1ccc(NC(=O)CN(c2ccccc2OC)S(C)(=O)=O)c(OC)c1 | -0.7 | 5 | -1 | -6 | 2 | x | -1.3 | x | -2
CCOc1ccnc(OCC)c1Br | -0.5 | -6 | 2 | 7 | -10 | -5 | -2.7 | -7 | 1
COc1ccc(C(=O)N2CCN(Cc3nc(CC4CC4)no3)CC2)cc1 | -0.3 | 13 | 0 | -6 | 0 | 7 | 0.8 | -1 | 12
Cc1ccc2nc(CSc3nnc(Nc4ccccc4C)s3)cc(=O)n2c1 | -0.2 | -1 | 2 | 3 | -4 | -9 | -0.5 | -4 | 8
Cn1c(=O)c(=O)n(C)c2cc([N+](=O)[O-])c(N3CCOCC3)cc21 | 0.8 | 6 | 0 | 7 | -5 | 5 | 0.9 | 6 | -1
NC(=S)N/N=C\c1c2ccccc2cc2ccccc12 | 0.4 | -2 | 2 | 10 | 0 | 7 | 0.2 | -23 | -3
COc1cccc(CNc2ccc3c(c2)ncn3C(C)C)c1OC | 0.4 | 0 | 6 | 13 | -7 | -8 | 1.0 | x | -10
COC(=O)c1ccccc1NC(=O)CSc1nc2cccnc2n1C | -1.3 | 8 | 15 | -4 | -5 | -2 | -3.9 | 0 | 12
Cc1cnc(C(=O)OC(C)C(=O)NC2CCCc3ccccc32)cn1 (configuration not stated) | 0.0 | -5 | 1 | -5 | -3 | -6 | -0.1 | u | -6
CSC(=O)CC(=O)NC(=O)c1ccccc1 | -0.4 | 7 | 1 | -3 | 0 | 7 | -0.3 | -6 | -5
CC(=O)N1CCc2c(sc(NC(=O)CCS(=O)(=O)c3ccc(C)cc3)c2C#N)C1 | 0.3 | -3 | 3 | -23 | -4 | -7 | -0.9 | -12 | 3
COCCCNC(=O)C(=O)NC1CCCCCC1 | 0.1 | 5 | 3 | -7 | 3 | -3 | 0.4 | 18 | 14
CCCSc1nc(=S)n(Cc2ccccc2)c(C)c1C(C)=O | 0.8 | 6 | 0 | -21 | -2 | 43* | -0.8 | 2 | -8
Cc1csc(NC(=O)c2c(O)c3cccc4c3n(c2=O)CCC4)n1 | 0.6 | 2 | 3 | 8 | 0 | 1 | -0.3 | x | -9
COc1cc(/C=N/NC(=O)c2cccc(NC(=O)c3ccccc3)c2)ccc1O | -0.5 | -3 | -4 | -6 | 2 | 1 | -1.6 | -8 | 0
CC1CCCC(C)N1C(=O)c1cc(-c2ccco2)on1 (configuration not stated) | -0.1 | 5 | 0 | -8 | -7 | 4 | -0.1 | -14 | -5
COc1ccc2nc3oc(C(=O)NC4CCN(Cc5ccccc5)CC4)cc3cc2c1 | 0.6 | 3 | 1 | -29 | -10 | -8 | 0.1 | 5 | -24
CC(=O)Nc1cc(Cl)c(N=Cc2ccc(O)cc2O)cc1Cl | 0.5 | 3 | 1 | -1 | -1 | -33 | 0.0 | -7 | 6
Cc1ccc(O)c(-c2cc(C(=O)NCc3ccncc3)[nH]n2)c1 | -0.1 | 6 | 0 | -5 | -5 | x | x | 6 | -1
Cn1c(CNC(=O)CNC(=O)Cc2ccc(F)cc2)cc(=O)n(C)c1=O | 0.5 | 7 | 1 | -7 | 4 | 10 | 0.3 | 21 | -4
Cc1ccc(C)c(N2C(=N)S/C(=C\c3ccc(-c4ccccc4C(=O)O)o3)C2=O)c1 | 3.6 | 3 | 7 | -4 | 2 | -8 | 3.8 | -39 | 23
Cc1ccc(C)c(NS(=O)(=O)c2cc3c4c(c2)CC(=O)N4CCC3)c1 | 0.4 | 5 | 2 | 9 | 1 | 26 | -0.1 | -13 | 10
COc1ccc(/C=N/n2cnc3scc(-c4cccs4)c3c2=O)cc1OC | 0.2 | -2 | 2 | -12 | -2 | 11 | 0.1 | -1 | -3

In the list so far, 7 contain two or more sulfur atoms:
SMILES | TRHR agonist | TRHR enhancer | D1 ag | D1 antag | D1 PAM | D2 antag | D2 agonist | RXFP1 antagonist | D2 potentiator
CC(Sc1nnc(Cc2cccs2)n1C1CCCCC1)C(=O)NCc1ccco1 (configuration not stated) | -1.7 | -10 | 5 | -17 | -4 | 8 | 1.0 | -18 | -1
CCOc1ccc(NC(=O)CN(c2ccc(C)cc2)S(=O)(=O)c2cccs2)cc1 | -0.3 | 6 | -1 | 0 | 1 | x | 0.1 | x | 14
C=CCN(CC=C)S(=O)(=O)c1ccc(NC(=S)NC(=O)C2CC2)cc1 | 0.7 | -8 | 13 | -11 | -7 | -4 | 0.3 | -2 | 1
Cc1ccc2nc(CSc3nnc(Nc4ccccc4C)s3)cc(=O)n2c1 | -0.2 | -1 | 2 | 3 | -4 | -9 | -0.5 | -4 | 8
CC(=O)N1CCc2c(sc(NC(=O)CCS(=O)(=O)c3ccc(C)cc3)c2C#N)C1 | 0.3 | -3 | 3 | -23 | -4 | -7 | -0.9 | -12 | 3
CCCSc1nc(=S)n(Cc2ccccc2)c(C)c1C(C)=O | 0.8 | 6 | 0 | -21 | -2 | 43* | -0.8 | 2 | -8
COc1ccc(/C=N/n2cnc3scc(-c4cccs4)c3c2=O)cc1OC | 0.2 | -2 | 2 | -12 | -2 | 11 | 0.1 | -1 | -3

Assay outcomes (PubChem BioAssay)
